# Screening data as filed in PubChem.
# BoNT F protease: BoNT/F light chain protease inhibitors, primary screen, biochemical, flow cytometry, MLPCN library; Multiplex microsphere protease cleavage assay; inhibition, % at 10 µM; hit rate 0.22% among 360,000; AID 588497, 2011; in the data active means inhibition above about 35%, passing the limit was not always enough; inconclusive means no clear call, values can overlap the other calls; further: plate controls were buffer without enzyme for full effect and enzyme alone for no effect
# FadD28 FP inh: inhibitors of FadD28 bisubstrate probe binding, primary screen, biochemical, fluorescence polarization, single point; Mycobacterium tuberculosis FadD28 fatty-acid-AMP ligase; inhibition, % at 12.5 µM; hit rate 0.22% among 360,000; AID 588549, 2011; in the data active means inhibition above about 8.5%, passing the limit was not always enough; inconclusive means no clear call, values can overlap the other calls
# FBA Mtb inh: Mtb FBA enzyme inhibitors, primary screen, biochemical, fluorescence, strain H37Rv; hit rate 2.3% among 360,000; AID 588726, 2011; purified M. tuberculosis FBA, fluorescence read-out; inhibition, % at 1 µM; Fructose-bisphosphate aldolase (Mycobacterium tuberculosis (strain ATCC 25618 / H37Rv)), …; in the data active means inhibition above about 27%;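 further: 0% = vehicle and 100% = reference inhibitor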
# UGM FP inh: M. tuberculosis UGM enzyme inhibitors, primary screen, biochemical, fluorescence polarization, single point | UDP-galactopyranose mutase (Mycobacterium tuberculosis (strain ATCC 25618 / H37Rv)), … | purified UGM, fluorescence polarization probe displacement | inhibition, % at 10 µM | hit rate 0.06% among 320,000 | AID 504406, 2011; in the data active means inhibition above about 10%, passing the limit was not always enough; inconclusive means no clear call, values can overlap the other calls
# Anthrax LF inh2: Bacillus anthracis LF protease inhibitors, primary screen, biochemical, multiplex microsphere, MLPCN library; AID 588501, 2011; hit rate 0.12% among 360,000; Lethal factor (Bacillus anthracis), P15917; multiplex microsphere protease cleavage assay; inhibition, % at 10 µM; further: plate controls were buffer without enzyme for full effect and enzyme alone for no effect
# Target sequence (P15917 whole entry, looked up): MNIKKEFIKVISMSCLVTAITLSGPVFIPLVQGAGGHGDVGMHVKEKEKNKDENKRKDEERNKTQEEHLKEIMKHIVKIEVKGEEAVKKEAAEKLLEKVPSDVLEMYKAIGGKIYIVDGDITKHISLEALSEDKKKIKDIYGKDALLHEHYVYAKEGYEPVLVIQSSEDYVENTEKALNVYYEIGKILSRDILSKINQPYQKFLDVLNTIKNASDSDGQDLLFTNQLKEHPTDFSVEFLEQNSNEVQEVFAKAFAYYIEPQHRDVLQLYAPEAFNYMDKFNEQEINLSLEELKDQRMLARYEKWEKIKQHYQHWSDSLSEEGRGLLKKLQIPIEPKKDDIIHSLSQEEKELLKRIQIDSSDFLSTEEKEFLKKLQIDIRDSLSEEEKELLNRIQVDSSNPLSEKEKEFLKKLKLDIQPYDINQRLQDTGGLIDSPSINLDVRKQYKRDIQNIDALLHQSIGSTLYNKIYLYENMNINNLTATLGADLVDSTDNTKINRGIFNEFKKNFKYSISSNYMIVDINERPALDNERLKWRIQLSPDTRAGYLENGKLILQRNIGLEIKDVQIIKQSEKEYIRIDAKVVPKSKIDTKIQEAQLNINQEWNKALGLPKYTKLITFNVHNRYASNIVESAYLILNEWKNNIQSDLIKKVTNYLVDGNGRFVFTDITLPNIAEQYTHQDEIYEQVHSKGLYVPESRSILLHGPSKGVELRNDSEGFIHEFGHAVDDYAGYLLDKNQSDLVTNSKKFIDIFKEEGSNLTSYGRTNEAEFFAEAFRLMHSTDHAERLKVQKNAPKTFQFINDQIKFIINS
# BoNT A protease: BoNT/A light chain protease inhibitors, primary screen, biochemical, flow cytometry, MLPCN library; Botulinum neurotoxin type A light chain protease (Clostridium botulinum A str. ATCC 3502); multiplex microsphere protease substrate cleavage; inhibition, % at 10 µM; hit rate 0.17% among 360,000; AID 588499, 2011; further: plate controls were buffer without enzyme for full effect and enzyme alone for no effect
# GDH-TPI counter: GDH-TPI coupling enzyme inhibitors, primary screen, artefact control for M. tuberculosis FBA inhibitor project, biochemical, absorbance, full deck | GDH-TPI coupled enzyme counterscreen, NADH absorbance | inhibition, % at 4.8 µM | hit rate 1.2% among 360,000 | AID 588335, 2011; in the data active means inhibition above about 30%;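 further: 0% = DMSO wells and 100% = wells lacking the enzyme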
# Mtb BioA inh: M. tuberculosis BioA enzyme inhibitors, primary screen, biochemical, plate reader, single point, HTS; 7,8-diaminopelargonic acid synthase BioA (Mycobacterium tuberculosis); purified M. tuberculosis BioA enzyme; inhibition, % at 9.99 µM; hit rate 0.096% among 360,000; in the data active means inhibition above about 40%; inconclusive means no clear call, values can overlap the other calls
# PfHsp40 yeast: rescue of yeast from PfHsp40 toxicity, primary screen, S. cerevisiae, ATP luminescence; S. cerevisiae expressing PfHsp40, growth rescue; growth rescue, % at 12.5 µM; hit rate 0.68% among 340,000; in the data active means growth rescue above about 28%, passing the limit was not always enough; inconclusive means no clear call, values can overlap the other calls;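 further: yeast W303a lacking pdr1 and pdr3 grown in galactose medium; growth measured after three days at 30 °C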
# * hit, by the source's call; ? = inconclusive; nt = no result given; + = active, no number; & = joins results of further samples. Unless noted, no stated cut-off is given here; in the data, active means inhibition above about 30%; inconclusive means no clear call, values can overlap the other calls; inactive means below that.
# Each structure is followed by: BoNT F protease, FadD28 FP inh, FBA Mtb inh, UGM FP inh, Anthrax LF inh2, BoNT A protease, GDH-TPI counter, Mtb BioA inh, PfHsp40 yeast
- O=C(CCN1C(=O)C2CC=C(Cl)CC2C1=O)NCc1ccccc1 (stereo unspecified)
 : 9, -3.3, 0, 2.4, -3, 0.9, -11, -0.3, 0.5
- COC(=O)CN(c1ccccn1)S(=O)(=O)c1ccccc1
 : 21, -1.3, 37*, -0.9, 1, -0.1, 17, 0.4, -1.8
- COc1ccc2c3c([nH]c2c1)C(C)=NCC3
 : -122, -5.9, 19, -2.0, -74, 17, 22, 18, -0.8
- CCc1ccc(C(=O)CSc2n[nH]c(-c3ccncc3)n2)cc1
 : 4, -2.7, 0, 1.5, 6, 1.3, 4, -0.3, 1.5
- CCCOP(=O)(c1ccc(N(C)C)cc1)C(O)c1cc(OC)c(OC)c(OC)c1 (stereo unspecified)
 : -2, -4.3, -2, -1.0, 3, -0.4, 9, 0.6, -1.4
- O=C(Nc1cccnc1)C1CCN(S(=O)(=O)c2cccs2)CC1
 : -2, -2.8, -1, -0.4, -1, -0.2, 7, nt, -1.8
- CC(=O)c1ccc(NC(=O)Cn2cnc(S(=O)(=O)N3CCC(C)CC3)c2)cc1
 : 4, -1.2, 2, -0.3, -3, -0.1, 3, 0.4, -0.3
- COc1ccc([C@H]2CC(=O)C=C(c3ccc4ccn(C)c4c3)C2)cc1
 : 2, -1.8, 3, -1.9, -12, -0.1, 19, -0.2, -1.4
- COc1ccccc1C(=O)N1CCN(C(=O)[C@H]2O[C@@H](n3cnc4c(N)ncnc43)[C@H](O)[C@@H]2O)CC1
 : 0, -0.2, 4, nt, -6, -0.5, nt, -0.7, nt
- CNC(=O)CN(C)S(=O)(=O)c1ccc(F)cc1
 : 2, -3.4, 1, -4.4, -1, ?, 3, 1.0, -0.3
- CC(=O)c1ccc(OC(C)C(=O)Nc2cccc(S(=O)(=O)NCc3ccco3)c2)cc1 (stereo unspecified)
 : 3, -3.3, -2, 0.9, 2, 0.0, 0, 1.2, 0.7
- NC(=O)CSc1cn(Cc2ccc(F)cc2)c2ccccc12
 : -5, 0.6, -2, 0.5, -9, -0.1, 6, -1.6, -0.8
- CN(C)c1ccc(C(=O)N2CCC2(C)C(=O)O)cc1 (stereo unspecified)
 : -3, 0.5, 5, nt, 0, -0.1, 5, -0.3, nt
- C=CCc1cccc(/C=N/NC(=O)c2ccccc2OC)c1O
 : -13, -2.9, 6, -2.7, -1, -1.8, 4, nt, 50*
- CS(=O)(=O)N(CC(=O)NC1CC2CCC1C2)c1ccc(Oc2ccccc2)cc1 (stereo unspecified)
 : 1, -0.9, -2, -0.5, -7, -0.5, 6, nt, 1.5
- COC(=O)c1ccccc1NC(=O)c1ccc(COc2ccc3c(c2)CCC3)cc1
 : 0, -2.9, -2, -0.6, -1, 0.0, 1, 1.6, 14
- O=C(O)C1(C(=O)O)CCC2(CCCCC2)CC1
 : -4, -0.3, 1, nt, 3, -0.3, 0, nt, nt
- CC(=O)c1cccc(NC(=O)COc2cc(C)on2)c1
 : -13, -0.1, 0, -0.1, -3, 0.4, 4, 1.5, -1.2
- C=C(C)Cn1c(SCC(=O)N/N=C/c2cccc(O)c2)nc2ccccc2c1=O
 : 10, -2.9, -1, -4.4, 0, 0.8, 7, nt, 0.8
- O=[N+]([O-])c1cc(C(F)(F)F)ccc1N1CCN(S(=O)(=O)c2ccc3ccccc3c2)CC1
 : -9, -1.7, -3, 1.9, -2, 0.0, 11, -1.0, -1.3

# As a short view, part of the list above:
# Each structure is followed by: BoNT F protease, FadD28 FP inh, FBA Mtb inh, UGM FP inh, Anthrax LF inh2, BoNT A protease, GDH-TPI counter, Mtb BioA inh, PfHsp40 yeast
- CC(=O)c1cccc(NC(=O)COc2cc(C)on2)c1
 : -13, -0.1, 0, -0.1, -3, 0.4, 4, 1.5, -1.2
- C=C(C)Cn1c(SCC(=O)N/N=C/c2cccc(O)c2)nc2ccccc2c1=O
 : 10, -2.9, -1, -4.4, 0, 0.8, 7, nt, 0.8
- O=[N+]([O-])c1cc(C(F)(F)F)ccc1N1CCN(S(=O)(=O)c2ccc3ccccc3c2)CC1
 : -9, -1.7, -3, 1.9, -2, 0.0, 11, -1.0, -1.3

# (more compounds)
# Each structure is followed by: BoNT F protease, FadD28 FP inh, FBA Mtb inh, UGM FP inh, Anthrax LF inh2, BoNT A protease, GDH-TPI counter, Mtb BioA inh, PfHsp40 yeast
- Cc1cnc(C)c(N2CCN(C(=O)C3CCC(=O)N(CCc4cccc(F)c4)C3)CC2)n1 (stereo unspecified)
 : 0, -2.6, 2, -4.1, 2, 2.5, 7, -1.2, 0.2
- Cc1cc(C(=O)N/N=C/c2cccc(OC(=O)c3cccc(Br)c3)c2)n[nH]1
 : -8, -3.2, -1, -1.6, -2, -1.5, 6, -0.4, 0.0
- CCC(C)Sc1cccc(-c2nc3cc(C)ccn3c2NC2CCCCC2)c1 (stereo unspecified)
 : -6&-12, -2.0, 45*, nt, -1&0, -0.3&-2.6, 24, -1.5, 1.9
- N#CCC(=O)Nc1ccc(C(=O)OCC(=O)Nc2ccc3ccccc3c2)cc1
 : -3, -4.3, 2, 0.7, 0, -1.6, -8, nt, -0.9
- CCSc1nc2c(sc3ccccc32)c(=O)n1C(C)C
 : 0, -6.2, 1, -1.2, 0, 0.8, -5, 1.0, 0.0
- NS(=O)(=O)c1ccc(N2CCOCC2)c(C(=O)NCc2ccc3c(c2)OCO3)c1
 : 0, -2.2, 1, nt, 2, -0.2, 0, nt, nt
- O=C(O)CCC(=O)c1ccc2c(c1)CCCC2
 : -1, -0.4, 1, 1.0, -2, 1.0, 9, -1.0, -0.4
- O=C(NCCC1=CCCCC1)c1cccc(S(=O)(=O)N2CCCCC2)c1
 : 2, -0.8, 2, -3.8, 0, 1.5, 0, 0.3, -1.1
- Cc1ccc(CN2C(=O)CSC2c2cccnc2)cc1 (stereo unspecified)
 : ?, -1.8, 0, -2.5, -15, ?, 0, nt, -0.6
- FC(F)(F)c1ccc(C2NCCc3sccc32)cc1 (stereo unspecified)
 : -11, 0.9, 1, -2.8, -3, 0.3, 10, nt, 1.0
- CCC(CC)NC(=O)c1ccc2nc[nH]c2c1
 : -3, -2.6, 1, -0.3, -1, -0.3, 11, 0.3, -0.1
- O=C(Nc1ccccc1-c1nnc(SCc2ccc(Cl)cc2)o1)c1ccccc1
 : -1, 0.1, -2, -0.4, -3, 1.4, 6, -6.4, -0.5
- Nc1nc2c(ncn2[C@@H]2O[C@H](CNS(=O)(=O)N3CCCC3)[C@@H](O)[C@H]2O)c(=O)[nH]1
 : 1, 0.5, 0, nt, -2, 0.2, nt, 0.3, nt
- C=CCOC(=O)C1=C(C)NC(=O)NC1/C=C/c1ccccc1OC (stereo unspecified)
 : -3, -3.0, 1, 2.6, 1, -0.1, -4, 1.5, 0.5
- C=CCn1c(-c2cc3c(s2)CCC(CC)C3)n[nH]c1=S (stereo unspecified)
 : -5, -1.2, 84*, -2.7, -6, -0.3, -1, nt, -2.0
- CC(C)NC(=O)NC(=O)CSc1nnc(-c2c[nH]c3ccccc23)o1
 : 3, -2.6, 6, -1.6, -4, 1.1, -3, -1.2, 0.3
- CN(Cc1ccccc1)C(=O)COC(=O)C1CCN(S(=O)(=O)c2ccc3c(c2)OCCO3)CC1
 : nt, -2.3, 1, 0.0, nt, nt, -11, nt, 2.3
- Cc1cc(C2C(=O)NC(=O)C2=O)c(C)cc1Br (stereo unspecified)
 : -6, 0.8, -3, nt, -8, -0.8, 9, -4.1, -0.1
- CC(C(=O)N1CCCc2ccccc21)N1CCN(S(=O)(=O)c2ccccc2F)CC1 (stereo unspecified)
 : 5, -3.3, 3, 2.6, -1, 0.5, -8, 0.1, -0.4
- O=C(NCc1cc(F)cc(C(F)(F)F)c1)C1CCC(=O)N(C2CCCC2)C1 (stereo unspecified)
 : 1, -3.9, -1, 2.3, -2, -0.1, -1, 0.0, 0.9

# As entered above:
# C=CCn1c(-c2cc3c(s2)CCC(CC)C3)n[nH]c1=S (stereo unspecified) in UGM FP inh reads -2.7
# CC(=O)c1cccc(NC(=O)COc2cc(C)on2)c1 in Mtb BioA inh reads 1.5
# O=C(O)CCC(=O)c1ccc2c(c1)CCCC2 in UGM FP inh reads 1.0
# Cc1cnc(C)c(N2CCN(C(=O)C3CCC(=O)N(CCc4cccc(F)c4)C3)CC2)n1 (stereo unspecified) in FBA Mtb inh reads 2
# NC(=O)CSc1cn(Cc2ccc(F)cc2)c2ccccc12 in BoNT F protease reads -5
# CCCOP(=O)(c1ccc(N(C)C)cc1)C(O)c1cc(OC)c(OC)c(OC)c1 (stereo unspecified) in Mtb BioA inh reads 0.6

# The list continues:
# Each structure is followed by: BoNT F protease, FadD28 FP inh, FBA Mtb inh, UGM FP inh, Anthrax LF inh2, BoNT A protease, GDH-TPI counter, Mtb BioA inh, PfHsp40 yeast
- N#Cc1c(SCC(=O)Nc2nncs2)sc2c(O)cc(=O)[nH]c12
 : -4, -2.9, -4, 3.5, -1, 0.0, 8, 0.3, 5.1
- Cc1ccccc1-c1csc(C(O)c2ccccc2)n1 (stereo unspecified)
 : 3, -2.0, -2, nt, -8, -0.2, 3, -1.2, nt
- O=c1nc(N/N=C/C=C/c2ccccc2)cn[nH]1
 : -7, -3.5, 1, 2.0, 1, -3.2, 78*, nt, -0.6
- O=C(NCCc1ccc(Cl)cc1)c1cccc(N2CCCC2=O)c1
 : 0, -3.7, 0, -0.9, -4, 0.4, 6, 0.6, 2.6
- CN1CCN(C(=O)c2cc(=O)c3cc(Cl)ccc3o2)CC1
 : -12, -1.3, 0, 1.4, 10, 0.2, -2, 4.9, -2.0
- COc1ncccc1C(=O)NCC(CC(=O)O)c1ccccc1 (stereo unspecified)
 : -6, 0.1, -3, -1.5, -8, -1.7, 17, -2.6, -0.2
- CC1(C)CC(=O)c2cc(C(=O)N3CCCC(C)(C)C3)c(=O)n(-c3ccccc3)c2C1
 : -5, -0.4, -1, 3.1, 3, -0.5, 11, -1.3, -1.2
- COc1ccc(C(=O)N[C@H](C(=O)Nc2nc3c(s2)CCCC3)C(C)C)cc1
 : 0, -2.9, +, -0.1, -3, -1.0, -2, -1.8, 0.3
- CC(C)NC(=O)c1onc(CSc2ccc(Cl)cc2)c1C(=O)O
 : -2, -5.0, 0, 0.4, -4, -0.7, -16, -1.5, 0.7
- Cc1[nH]n(-c2ccccc2)c(=O)c1C=NC1CCCCCC1
 : 0, 0.5, 0, 2.0, -11, -1.0, 14, nt, -0.4
- CCC(Sc1nc2ccc(C)cc2[nH]1)C(=O)O (stereo unspecified)
 : 3, 1.0, 0, 2.2, 4, 1.0, 16, -1.8, 1.1
- CC(=O)Nc1ccc(NC(=O)C(C)OC(=O)CCc2nc3ccccc3s2)cc1 (stereo unspecified)
 : -4, -1.4, 1, -1.2, -2, -0.2, -5, nt, 0.5
- COc1ccc(S(=O)(=O)N2CCCCC2)cc1NC(=O)Cc1ccsc1
 : -10, -2.9, -1, -2.0, -7, -0.9, -6, -0.8, -0.5
- Cc1ccc(NC(=O)CSc2nnc(-c3ccc(S(=O)(=O)N4CCCC4)cc3)o2)cc1C
 : 2, -0.3, 1, nt, 0, 2.0, 1, nt, -0.7
